KDM5B inh: inhibitors of human KDM5B histone demethylase; Q9UGL1; KDM5B demethylase, FDH-coupled NADH fluorescence (FDH is formaldehyde dehydrogenase); Potency, µM (series often up to 57.7 µM), without a hit: at the highest dose activity change, negative = inhibition, most hits filed as inhibitors; 2.6% of 220,000 active; active = well fitted inhibition curve with a large enough effect; inconclusive = small, poorly fitted or top-dose-only effect; inactive = no such curve, though single readings can be large or run the other way; also: 0% is about no effect; nearly all actives have a fitted effect of over 70% in size
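Here, H3K4me3 peptide (12.5 µM in substrate mix) is demethylated by KDM5BΔAP, 200 nM final, after 10 min compound exposure. Formaldehyde product is coupled through FDH (0.25 U/mL in mix) to NADH fluorescence; 30-min ΔRFU feeds dose-response curves.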
Numbers without * were called inactive; ? = inconclusive; & = joins results of further samples; [ ] = remark or other dose. Potency is read from the fitted curve at half-maximal effect.

SMILES	KDM5B inh
CN(CCO)C(=O)c1ccc(N)cc1	18%
COCCN1C(=O)[C@H]2CN(Cc3cccc(OC(F)(F)F)c3)C[C@H]2C1=O	1%
O=c1[nH]c(C2CCCN(CC3CCCC3)C2)nc2ccc(F)cc12 (configuration not stated)	11%
CCCN(CCC)C(=O)Cn1c(=O)n(-c2ccc(Cl)cc2)c(=O)c2c3c(sc21)CCCCC3	7%
O=C(O)c1cc(Cl)cc(Cl)c1I	-6%
Cc1c(C(=O)Nc2ccc(C(C)C)cc2)sc2nc[nH]c(=O)c12	129%[activator]
O=C(CCS(=O)(=O)c1cc(Br)cc2c1N(C(=O)C1CC1)CC2)N1CCN(c2cccc(C(F)(F)F)c2)CC1	?
COc1ccc(CNC(=O)c2cccc(C(F)(F)F)c2)cc1C(=O)O	-8%
O=C(c1cnc2c(c1)N([S+](=O)([O-])c1cccnc1)CCC2)N1CCC[C@@H]1c1ccc(F)cc1	-6%
O=C1NCCCCCCN(C(=O)COc2ccccc2)[C@H]2CCCC[C@@H]12	-16%
CCc1cnc(C)nc1N1CCN(Cc2ccccc2F)C(CCO)C1 (configuration not stated)	-14%
CCS(=O)(=O)c1ccc(O)c(Nc2cc(C)nc(SC)n2)c1	?
CCCOc1ccccc1NC(=O)CCc1c(C)c2ccc(OC)cc2oc1=O	?
Cc1ccc2oc(-c3ccc(C)c(NC(=O)c4ccc(N5CCC(C)CC5)c([N+](=O)[O-])c4)c3)nc2c1	-16%
c1cncc(CN2CC[C@H](c3nc4ccccc4[nH]3)C2)c1	-42%[115 µM]

Reprinted at random: four records from the list
SMILES	KDM5B inh
COCCN1C(=O)[C@H]2CN(Cc3cccc(OC(F)(F)F)c3)C[C@H]2C1=O	1%
O=c1[nH]c(C2CCCN(CC3CCCC3)C2)nc2ccc(F)cc12 (configuration not stated)	11%
O=C1NCCCCCCN(C(=O)COc2ccccc2)[C@H]2CCCC[C@@H]12	-16%
CCc1cnc(C)nc1N1CCN(Cc2ccccc2F)C(CCO)C1 (configuration not stated)	-14%

Further entries
SMILES	KDM5B inh
CCC(C(=O)N1CCN(c2ccccc2)C(=O)C1)N1Cc2ccccc2C1=O (configuration not stated)	-12%
CC1(c2cccnc2)N(Cc2ccccc2)C(=O)OC12CCN(C(=O)c1cnccn1)CC2 (configuration not stated)	-19%
NCc1cccc(-c2cccs2)c1	3%[149 µM]
CN(C)C(=O)c1cc(Br)cn2ccnc12	35µM*
COc1cc2c(cc1OC)-c1c(c(C(=O)N3CCC(C(N)=O)CC3)nn1-c1ccc(Cl)cc1)C2	-25%
COC(=O)c1c(C)cccc1NC(=O)c1nn(C)c(=O)c2ccccc12	-12%
Cc1cc(-c2csc(N3CCN(C)CC3)n2)c(C)n1NC(=O)c1nn(C)c(=O)c2ccccc12	?
Cc1ccc(S(=O)(=O)NCC2(C)CCOCC2)c(C)c1	13%
O=C(NC1CCCCC1)c1ccc2c(Cl)c3c(nc2c1)CCC3	28%
Cc1ccccc1OCc1nc(C2CCOC2)no1 (configuration not stated)	2%
Cn1cc(S(=O)(=O)N2CCCC2)cc1C(=O)Nc1ccc(C(F)(F)F)cc1	?
CC1CCCN(CC(=O)N(C)CC(=O)Nc2ccc(Cl)c(C(F)(F)F)c2)C1 (configuration not stated)	7%
Cc1ccc(S(=O)(=O)Nc2ccc(Cl)c(C(=O)O)c2)cc1	-8%
CC(C(=O)NCc1cccs1)N(C)Cc1ccc(C(C)(C)C)cc1 (configuration not stated)	-3%
O=C(NCCc1nc2ccccc2n1CCC1CCCCC1)c1ccco1	4%
COC(=O)C1CCN(Cc2cc(=O)oc3cc(C)ccc23)CC1	3%
COc1ncccc1CNC[C@H]1Cn2c(-c3ccc(Cl)cc3)cnc2CO1	7%[86.2 µM]
CCOC(=O)C1CCN(Cc2cc(=O)oc3ccc(C)cc23)CC1	-2%
O=C1NCCCCCN(S(=O)(=O)c2ccc3c(c2)CCC3)[C@H]2CCCC[C@@H]12	-28%
O=C(CCc1ncc(-c2c(F)cccc2F)o1)N1CCN(c2ccccc2F)CC1	-18%
COCC(=O)N1CCOC[C@H](Oc2ccc(C(F)(F)F)cn2)C1	-1%[86.2 µM]
Clc1ccc(CNc2ncnc3onc(-c4ccc(Cl)cc4)c23)cc1	?
COc1ccccc1N1CCN(S(=O)(=O)CCNC(=O)COc2ccc(C(C)C)cc2)CC1	-20%
CC(C)(C)c1ccc(C2NC(=O)c3n[nH]c(-c4cccs4)c32)cc1 (configuration not stated)	-4%
Cc1cccc(NC(=O)c2ccc3nc(C)c(C)nc3c2)n1	12%
C/C(=N\NC(=O)C1CC1c1ccccc1)c1ccc2c3c(cccc13)CC2 (configuration not stated)	?
N#CC1(c2ccccc2)CCC(=O)N1c1ccccc1 (configuration not stated)	22%
O=C(CC1CCCC1)N1CCC(c2nc(CCOc3ccc(F)cc3)no2)C1 (configuration not stated)	-2%
O=C(c1cccc(F)c1)N1CCCC(C(=O)N2CCCCCC2)C1 (configuration not stated)	32%[activator]
CCCCn1c(N)c(N(C)C(=O)c2cc(-c3ccncc3)nc3ccccc23)c(=O)[nH]c1=O	11%
COCCN1C(=O)CC[C@]2(C(=O)NCc3cccs3)CCCC[C@@H]12	6%
CCOC(=O)c1c(NC(C)=O)sc(C(=O)NC2CCCC2)c1C	-2%
O=C(c1ccc(F)cc1F)N1CCC2(CC1)OCC(C(=O)N1CCOCC1)N2C(=O)c1ccccc1 (configuration not stated)	-16%
COc1ccc(-c2noc([C@@H]3Cc4nc[nH]c4CN3C(=O)Nc3ccccc3)n2)cc1	?
CC(=O)N1CCC(Oc2ccccc2-c2nc(-c3ccccc3)no2)C1 (configuration not stated)	?
Cc1noc(C)c1C(=O)N[C@H]1CO[C@H]2[C@@H]1OC[C@H]2OCc1ccccc1	?
CCOP(=O)(OCC)c1nc(-c2ccc(C)cc2)oc1N(C)C	?
O=C1CN(Cc2ccc(-c3ccsc3)cc2)CCN1c1ccc(Cl)nn1	-10%[115 µM]
COc1ccc(C(=O)N[C@H]2C[C@H]3C(=O)Nc4ccccc4C(=O)N3C2)cc1	-15%[86.2 µM]
CCOC(=O)N1CCc2c(sc(NCc3cccs3)c2C(=O)Nc2ccc(OC)cc2OC)C1	?
COC(=O)c1[nH]c2ccc(F)cc2c1NC(C)=O	?
Cc1ccc2c(CNCCc3ccc(Cl)cc3)c(C(=O)O)n(Cc3ccc(F)cc3)c2c1	-4%
CCCn1ncc(-c2nc(Cc3cccs3)nn2CC(=O)O)c1C	-18%
Cc1ccc(-c2cc(C(=O)NCc3ccccc3)[nH]n2)c(O)c1C	19%
Cc1ccc(CN2CCc3nc(C4CC4)nc(-c4ccc(O)cc4)c3CC2)cc1	-27%
O=C(CN1C(=O)CCSc2ccc(S(=O)(=O)N3CCCC3)cc21)Nc1cccc(Cl)c1	-13%
Cc1ccc(N/N=C/c2ccc(F)c(F)c2)cc1Cl	-30%
COc1cccc(-c2c(NC(=O)c3ccccc3)oc3ccccc3c2=O)c1	-10%
CC(Sc1ccc2c(c1)CCC2)C(=O)NC1CC1 (configuration not stated)	29%
Cc1cc(N/N=C/c2cccc([N+](=O)[O-])c2)nc(-n2nc(C)cc2C)n1	46%
Cn1ncc2c(N3CCN(c4ccc(F)cc4)CC3)ncnc21	-19%
CCOC(=O)c1c(S(=O)(=O)N2CCCC(C(=O)Nc3ccc(C)cn3)C2)c(C)n(C)c1C (configuration not stated)	4%
CCC(C)NC(=O)c1cc(-c2ccccc2)nc2ccccc12 (configuration not stated)	-19%
CN1CCC(C(=O)N2Cc3ccccc3CC3(CCN(Cc4ccccn4)C3)C2)CC1 (configuration not stated)	?
Cc1cc(S(=O)(=O)N2C[C@@H](F)C[C@H]2C(=O)N2CCc3ccccc3C2)ccc1F	?
CCN(C(=O)CCc1nc(-c2ccc(C)cc2)no1)c1cccc(Cl)c1	-4%
Cc1cc(Nc2cccc(Br)c2)c2ccccc2n1	0%
CCOC(=O)C1CCCN(C(=O)Cn2ncc3c4ccccc4n(C)c3c2=O)C1 (configuration not stated)	?
COc1ccc(NC2CCCN(C(=O)C(=O)CC(C)C)C2)cc1OC (configuration not stated)	?
O=C(OCC(=O)c1ccc[nH]1)c1ccc(Br)cc1	21%

Other compounds.
SMILES	KDM5B inh
CCC1Oc2ccc(NC(=O)Cc3cccs3)cc2CN(C2CCCc3ccccc32)C1=O (configuration not stated)	-11%
CCCOc1ccc(/C=N/NC(=O)C2CC2)c(OCCC)c1	15%
Cn1cc(C(=O)N2CCC(C(=O)NCc3ccccc3)CC2)c2ccccc21	15%
O=C(COC(=O)c1nc(Cl)ccc1Cl)NCc1ccc(Cl)cc1	9%
O=C(OCC1CC1(Cl)Cl)c1ccccc1C(=O)c1ccc(Cl)cc1 (configuration not stated)	-13%
COC(=O)c1ccc(S(=O)(=O)c2ccc([N+](=O)[O-])cc2)cc1	38%
CCN1C(=O)C2CC3(CCN(C(=O)c4ccc(Cn5cncn5)o4)CC3)CN2C1=O (configuration not stated)	-1%
O=C(Nc1ccc(-c2nc3cc(NC(=O)c4ccc(Cl)cc4)ccc3o2)cc1)c1ccc(Cl)cc1	-6%
Cc1cc(C)n(-c2nc3c(c(=O)n(CCc4ccccc4)c(=O)n3C)n2CC(C)C)n1	-12%
O=C(NCCc1c[nH]c2ccccc12)c1ccccn1	-18%
CC(C)C(=O)N1CCN(c2ccc(F)cc2)CC1	-4%
Cc1cc2nc(SCC(=O)Nc3ccc4c(c3)OCO4)n(C)c(=O)c2[nH]1	-4%
COCCn1cnc2ccc(-c3ccnn3C)nc2c1=O	35µM*
N#Cc1ccc(Oc2ccc(C#N)cc2)cc1	-5%
CCN(CC)S(=O)(=O)c1ccc2c(c1)N(CC(=O)N1CCN(c3ccc(F)cc3)CC1)C(=O)CO2	-12%

A different layout for some results above.
KDM5B inh	canonical_smiles
15%	CCCOc1ccc(/C=N/NC(=O)C2CC2)c(OCCC)c1
-18%	O=C(NCCc1c[nH]c2ccccc12)c1ccccn1

Looked up above.
In KDM5B inh, O=C1CN(Cc2ccc(-c3ccsc3)cc2)CCN1c1ccc(Cl)nn1 has the entry -10%[115 µM]
In KDM5B inh, CCN(CC)S(=O)(=O)c1ccc2c(c1)N(CC(=O)N1CCN(c3ccc(F)cc3)CC1)C(=O)CO2 has the entry -12%

Next section
SMILES	KDM5B inh
CCCn1c(NCc2c[nH]c3ccccc23)nc2ccccc21	6%
O=C1NCCCCCCN(Cc2ccc(C(F)(F)F)cc2)[C@H]2CCC[C@@H]12	?
O=C(Nc1cccc(F)c1)N1Cc2[nH]cnc2C[C@H]1c1nc(-c2ccccc2)no1	28µM*
CN1CCN(CCCCNC(=O)c2cccc(C#N)c2)CC1	4%
CC(=O)NC[C@H]1CCN(Cc2ccc(C#N)cc2)C[C@H]1N(C)C	?
COC(=O)c1cc(C(=O)OCCCC(=O)c2ccc(F)cc2)cc([N+](=O)[O-])c1	24%
CNC(=O)NC(=O)CN1CCN(c2oc(C3CC3)nc2C#N)CC1	22%
Cc1sc(-c2nc(-c3cccc(F)c3)no2)cc1S(=O)(=O)N1CCC(C)CC1	13%
Cc1nc(Cl)c(C(=O)O)c(C)c1Cl	-5%
O=C([C@@H]1C[C@H](F)CN1C(=O)c1cccs1)N1CCOCC1	-4%
CCN(Cc1ccc(C)o1)C(=O)c1cccc(CCC(C)(C)O)c1	-22%
CCOc1ccc(NC(=O)C(C)Oc2ccc3ccc(=O)oc3c2)cc1 (configuration not stated)	4%
COc1cccc2sc(N(Cc3cccnc3)C(=O)c3ccc(S(=O)(=O)N(C)C)cc3)nc12	9%&-7%
CCCCn1c(=O)[nH]c(=O)c2c1nc(CNc1cc(F)ccc1C)n2CC	-17%
COc1ccc(C(=O)N[C@H]2[C@H](O)[C@H](O)C[C@@H]2c2ccc(C(F)(F)F)nc2)cc1OC	19%[86.2 µM]
O=C(CSc1nnnn1-c1ccc(O)cc1)c1cc2ccccc2o1	-29%
Cc1cc(C(=O)CSc2nnc(COc3ccc(Cl)cc3)n2C)c(C)n1Cc1cccs1	0%
O=P(Cc1cc(Br)cc(Br)c1OCCO)(c1ccccc1)c1ccccc1	16%
CCN1C(=O)CN(C(=O)c2ccoc2)CC12CCOCC2	-4%
O=C([C@@H]1C[C@H](F)CN1S(=O)(=O)Cc1ccc(Cl)cc1)N1CCCCC1	-9%
O=C(Cc1ccccn1)N1CCc2nc(-c3ccccc3)nc(-c3ccc(Cl)cc3)c2C1	-12%
O=C(CCC[C@H]1NC[C@@H]2CC1CN(Cc1ccccc1)C2)NCCCN1CCOCC1	-6%
CCCn1cc(-c2ccncc2)cc1C(=O)NCc1ccc(C)o1	?
CN(C)C(=O)CN1CCCC(CO)(CC2CC2)C1 (configuration not stated)	-26%
COc1ccc(-c2nn(-c3ccccc3)cc2C2NC(=O)NC(C)=C2C(=O)OC(C)C)cc1OC (configuration not stated)	-21%
CC(C)(C)c1ccc(OCC(=O)Nc2ccc(C(=O)OC3CCCCC3)cc2)cc1	-3%
CC(=O)Nc1c(C)nn(-c2ccccc2)c1N1CCC(C(=O)Nc2ccc(Cl)cc2C)CC1	?
NC(=O)C1CCN(C(=O)C2CC(c3cccc(F)c3)=NO2)CC1 (configuration not stated)	3%
CCC(=O)N1CCc2c(C(=O)NCc3ccncc3)cccc21	-13%
COc1ccc(CN2CCOC[C@H](Oc3ccccc3)C2)cc1	-1%[86.2 µM]
Cc1nnc2c(N3CCN(c4ccccc4)CC3)nc3ccc(C(=O)c4ccccc4)cc3n12	-8%
CCCSc1nnc(NC(=O)Cc2coc3cc(C)ccc23)s1	10%
COC(=O)c1ccc(CN(Cc2ccc(OC)c(OC)c2)S(=O)(=O)c2cc(C(=O)Nc3cccc(C)c3)ccc2F)cc1	-26%

Screening data (PubChem)

A portion of the library (hit frequency here may not be typical).
